# Screens deposited in PubChem BioAssay by several laboratories.
# NRP1-CendR mod = modulators of CendR peptide binding to NRP-1, primary screen, biochemical, fluorescence polarization, uHTS; Neuropilin-1 (Homo sapiens), O14786; FAM-RPARPAR peptide binding to NRP-1; inhibition, % at 25 µM; hit rate 0.85% among 360,000;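 active means inhibition or corrected inhibition above about 18%, plus a signal ratio from 0.5 to 1.5, limit read from the data, passing the limit was not always enough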; further: strong numbers were not always called active
# MT1-MMP act inh = blockers of MT1-MMP proenzyme processing, primary screen, HT1080 RFP-PRO-GFP cells, GFP/RFP fluorescence; Matrix metalloproteinase-14 (Homo sapiens), P50281; GFP/RFP ratio fluorescence, overnight; percent of plate control window, DMSO zero; GFP/RFP ratio change, % at 20 µM; hit rate 0.061% among 360,000; AID 651647, 2012;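 active means GFP/RFP ratio change of at least 30% with cell ATP level not reduced by more than half and red fluorescence within 50% of control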; further: strong numbers were not always called active
#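 Assay system: RFP-PRO-GFP reporter HT1080 cells; read-out basis: GFP/RFP fluorescence ratio; benchmarks: DMSO wells and RFP-L50D-GFP cells; doses: 20 µM single dose, 1% DMSO; schedule: overnight cell settling, then overnight compound exposure, 37 °C, 5% CO2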
# FAS TE block = FAS thioesterase domain inhibitors, primary screen, biochemical, fluorescence intensity, uHTS; recombinant FAS-TE, OMFH fluorogenic substrate, fluorescence endpoint; inhibition, % at 15 µM; hit rate 0.67% among 360,000;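 active means compounds whose normalised, plate-corrected inhibition of enzyme fluorescence in the single-dose primary screen is 50% or more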;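 further: 0% = DMSO with enzyme and 100% = substrate without enzyme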
# Rin1-Abl PPI inh = inhibitors of Rin1-Abl protein binding, primary screen, biochemical, TR-FRET; Tyrosine-protein kinase ABL1 (Homo sapiens) + Ras and Rab interactor 1 (Homo sapiens), …; inhibition, % at 7.35 µM; hit rate 0.4% among 360,000; AID 588664, 2011; in the data active means inhibition above about 5%, passing the limit was not always enough
# MsrA inh = bovine MsrA enzyme inhibitors, primary screen, biochemical, absorbance, HTS | Methionine sulfoxide reductase A (Bos taurus) | AID 651718, 2012 | hit rate 0.75% among 360,000 | inhibition, % at 15.5 µM | purified bovine MsrA, absorbance read-out; in the data active means inhibition above about 4.5%;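 further: 0% = vehicle wells with enzyme and 100% = reference inhibitor wells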
# SKN-1 inh = suppressors of acrylamide-induced Pgst-4::GFP reporter in worms, primary screen, SKN-1 inhibitor project, whole organism, uHTS, GFP/RFP fluorescence ratio, strain VP596. inhibition, % at 21.8 µM. C. elegans VP596 Pgst-4::GFP/RFP ratio, 24 h. hit rate 0.49% among 360,000. AID 624304, 2012;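 active means interference check ratio from 0.5 to 1.5 plus GFP to RFP signal ratio inhibition reaching or exceeding a fixed threshold, cut at about 30% in these data, passing the limit was not always enough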; further: some compounds called inactive have numbers as strong as hits
# eLon inh = inhibitors of E. coli Lon protease, primary screen, biochemical, fluorescence polarization. inhibition, % at 7.94 µM. hit rate 0.42% among 360,000. purified E. coli Lon protease. AID 602123, 2011. P0A9M0; in the data active means inhibition above about 13%, passing the limit was not always enough;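 further: 0% = enzyme with probe and DMSO and 100% = no enzyme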
# bovine MsrA act = bovine MsrA enzyme activators, primary screen, biochemical, absorbance, HTS | purified bovine MsrA, absorbance read-out | activation, % at 10.6 µM | hit rate 0.3% among 360,000 | AID 602163, 2012; in the data active means activation above about 7.5%;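 further: 0% = vehicle and 100% = reference activator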
# Neddyl block = inhibitors of cullin neddylation, primary screen, biochemical, TR-FRET, uHTS, NAE and Ubc12 | hit rate 0.58% among 360,000 | AID 651699, 2012 | NEDD8-conjugating enzyme Ubc12 (Homo sapiens) + NEDD8-activating enzyme E1 regulatory … | calls only at 25 µM; in the data active means inhibition above about 36%
# * = called active by the depositor; i = inactive; · = no result given; + = active, no number.
SMILES,NRP1-CendR mod,MT1-MMP act inh,FAS TE block,Rin1-Abl PPI inh,MsrA inh,SKN-1 inh,eLon inh,bovine MsrA act,Neddyl block
COc1cc(OC)cc(C(=O)NC(C(=O)O)C23CC4CC(CC(C4)C2)C3)c1 (stereo not drawn),-4,-1,-2,1,0.5,-2,3,-1,i
COc1ccc2[nH]c(C(=O)O)c(CCNC(C)=O)c2c1,5,3,-6,0,1.2,-5,-1,-3,·
CC(=O)N1c2c(cc(Br)cc2S(=O)(=O)N2CCN(c3ccccc3F)CC2)CC1C (stereo not drawn),4,3,32,5,0.3,3,11,1,i
Cc1nn2c(=O)c(NC(=O)c3ccc(Cl)cc3)cnc2s1,9,1,2,4,0.3,-5,10,-9,i
COc1ccc(CNC(=O)COC(=O)CC2CC3CCC2C3)cc1OC (stereo not drawn),3,1,-10,-1,-0.6,19,-11,-1,i
CC(NC(=O)C(C(=O)c1cccc([N+](=O)[O-])c1)n1cc(Cl)ccc1=O)c1ccccc1 (stereo not drawn),0,0,59*,0,-0.5,5,-1,1,i
CN(CC(=O)Nc1cccc2c1CCCC2)S(=O)(=O)c1ccc(Cl)cc1,7,2,12,0,-1.1,1,-3,-11,i
CCOC(=O)Nc1ccc2c(c1)N(C(=O)CN(CC)CC)c1ccccc1CC2,1,-4,-4,4,-0.8,0,-4,0,i
CCOC(=O)CSc1nc(C)[nH]c1[N+](=O)[O-],4,5,-3,0,2.3,8,5,-2,i
COc1ccccc1NC(=O)COC(=O)c1ccc([N+](=O)[O-])s1,-44,-1,8,-3,2.2,14,1,33*,i

# Retrieved by structure from above, seven records:
SMILES,NRP1-CendR mod,MT1-MMP act inh,FAS TE block,Rin1-Abl PPI inh,MsrA inh,SKN-1 inh,eLon inh,bovine MsrA act,Neddyl block
COc1cc(OC)cc(C(=O)NC(C(=O)O)C23CC4CC(CC(C4)C2)C3)c1 (stereo not drawn),-4,-1,-2,1,0.5,-2,3,-1,i
CN(CC(=O)Nc1cccc2c1CCCC2)S(=O)(=O)c1ccc(Cl)cc1,7,2,12,0,-1.1,1,-3,-11,i
CCOC(=O)Nc1ccc2c(c1)N(C(=O)CN(CC)CC)c1ccccc1CC2,1,-4,-4,4,-0.8,0,-4,0,i
CCOC(=O)CSc1nc(C)[nH]c1[N+](=O)[O-],4,5,-3,0,2.3,8,5,-2,i
COc1ccc2[nH]c(C(=O)O)c(CCNC(C)=O)c2c1,5,3,-6,0,1.2,-5,-1,-3,·
CC(=O)N1c2c(cc(Br)cc2S(=O)(=O)N2CCN(c3ccccc3F)CC2)CC1C (stereo not drawn),4,3,32,5,0.3,3,11,1,i
COc1ccc(CNC(=O)COC(=O)CC2CC3CCC2C3)cc1OC (stereo not drawn),3,1,-10,-1,-0.6,19,-11,-1,i

# The list goes on.
SMILES,NRP1-CendR mod,MT1-MMP act inh,FAS TE block,Rin1-Abl PPI inh,MsrA inh,SKN-1 inh,eLon inh,bovine MsrA act,Neddyl block
COc1cc(-c2cnc3c(NC=O)cc(-c4ccccc4)cn23)cc(OC)c1OC,-34,6,6,1,-1.0,8,-15,-3,i
CCN(CC(=O)N1CCN(C)CC1)S(=O)(=O)c1ccc(Cl)cc1,7,-1,-11,1,-0.8,-2,-11,-7,i
COc1cccc(/C(C)=N/NS(=O)(=O)c2ccc(Cl)cc2)c1,-4,-9,-2,4,1.5,3,-2,-1,i
O=C(Nc1nnc(CCc2ccccc2)s1)c1ccccc1,-16,4,-2,-3,1.1,6,-1,-1,i
O=C(C1CCCN1S(=O)(=O)c1cccc2cccnc12)N1CCN(c2ccccc2)CC1 (stereo not drawn),2,-4,0,-3,-1.5,-2,2,-9,i
O=C(NCCO)c1cc2c([nH]c3ccccc32)c(-c2ccc(F)cc2)n1,-9,-1,2,4,0.4,-3,19,-6,·
O=C1c2cc(S(=O)(=O)NCCCO)ccc2-c2ccc(S(=O)(=O)NCCCO)cc21,-8,4,-10,-7,1.1,18,-2,-4,i
Cc1cn(C2C=CC(CO)O2)c(=O)[nH]c1=O (stereo not drawn),9,·,-1,-3,0.9,3,6,-3,i
COc1cccc(NC(=O)Cn2c(=O)c3c(ncn3Cc3ccccc3)n(Cc3ccccc3)c2=O)c1,19,-2,20,2,0.2,-4,-6,-7,i
CC(=O)N1N=C(c2ccncc2)OC12CCCCCC2,5,3,-4,-1,0.3,5,-4,-1,·
COc1cc(C2C(Oc3ccccc3C)C(=O)N2Cc2ccc(F)cc2)cc(OC)c1OC (stereo not drawn),-6,3,3,-1,-0.3,4,-7,-3,i
CC(=O)N1CCN(S(=O)(=O)c2cccc(C(=O)Nc3ccc(C)cn3)c2)CC1,2,2,-5,7,-0.4,7,12,-7,i
Cc1ccc(CONC(=O)/N=C/N(C)C)cc1,-2,-2,-9,-1,0.3,-5,-9,0,i
NC(=O)c1ccc[n+](CC(=O)OCCC23CC4CC(CC(C4)C2)C3)c1,-4,-8,-4,3,0.7,3,0,-3,i
Cc1cc(Br)c(NC(=O)COn2nnc3ccc(S(C)(=O)=O)cc32)c(Br)c1,5,0,1,-3,-0.9,4,-1,-5,i
O=C(CSc1nc(=O)n2ccccc2n1)N1CCCc2ccccc21,-3,-3,1,6,1.4,8,-11,-1,i
C/C(=N/NC(=O)CNC(=O)C1COc2ccccc2O1)c1cccc(O)c1 (stereo not drawn),7,0,-4,-3,0.6,-4,-3,-5,i
Cc1cc(C)cc(NC(=O)CSc2nccn2Cc2ccco2)c1,1,0,-1,-1,0.0,-4,-12,-3,i
O=C(COC(=O)CNC(=O)c1ccccc1Cl)Nc1cc(C(F)(F)F)ccc1Cl,4,5,-6,3,-0.2,-7,0,-3,i
O=C(COC(=O)CCC(=O)c1cccs1)Nc1cccc(F)c1,-8,-3,-2,-1,0.0,5,-5,-3,i
CCN(Cc1ccccc1)c1cc2c(c3c1ccn3C)C1CCC2O1 (stereo not drawn),18,0,15,1,0.5,15,7,-13,i
CNc1c2cccc(C)c2nc2c(C(=O)NCCN(C)C)cccc12,140,15,-40,-13,-0.3,-8,178*,0,i
Cc1ccc(NC(=O)c2cc(=O)[nH]c3ccc(S(=O)(=O)N4CCOCC4)cc23)nc1,-6,0,-5,0,2.4,8,-14,-3,i
COc1cc(C(=O)NCCOc2ccccc2C)cc(OC)c1OC,-5,3,-7,3,0.1,-10,1,-8,i
O=C1[C@H]2[C@@H](c3ccc(C(F)(F)F)cc3)N[C@]3(CCCN(CC4CCCCC4)C3=O)[C@H]2C(=O)N1Cc1ccccc1,1,-3,39,-3,-0.9,2,5,-2,i
CCCn1cnc2cc(NCc3cccc(OC)c3O)ccc21,1,7,-8,-2,-0.4,35*,12,-1,i
Cc1oc2ccc(OCc3ccccc3F)cc2c1C(=O)O,1,-2,-2,-5,0.3,-36,-5,-12,i
COc1ccccc1NS(=O)(=O)c1ccc(C(=O)OCC(=O)NCc2ccco2)cc1,-7,-2,7,-6,0.5,-5,-14,3,i
COC(C(=O)Nc1ccnn1C1CCN(C(=O)c2ccc(C)cc2)CC1)c1ccccc1 (stereo not drawn),3,-5,-4,1,-1.0,17,2,-2,i
CC12CN3CC(C)(CN(C1)C3c1ccccc1)C2O (stereo not drawn),15,-1,-4,-3,0.5,-5,-13,-3,i
COc1ccc2nc(/N=C(\N)NC(=O)N3c4ccccc4Sc4ccccc43)nc(C)c2c1,13,1,14,0,-0.8,-3,2,0,i
COc1ccc(S(=O)(=O)Nc2cc(Cl)ccc2OC)cc1,4,-3,10,-1,-1.4,-3,0,-1,i
COC(=O)c1ccc(NC(=O)c2cn(-c3cccc(C)n3)cn2)cc1,4,-3,-8,1,0.7,6,-16,-3,i
CCOC(=O)C1=CN(Cc2cccc(F)c2)S(=O)(=O)N(CC)C1c1ccc(Br)cc1F (stereo not drawn),9,-18,19,-3,1.9,7,2,0,i
Cc1cccc(C(=O)OCC(=O)NC(=O)c2ccccc2)c1O,-9,1,-4,-2,0.4,7,-15,0,i
COc1ccc(C(C(=O)NC2CCCC2)N(Cc2cccs2)C(=O)c2ccn[nH]2)cc1OC (stereo not drawn),-43,-2,-6,1,-0.5,8,8,-2,i
CCCN(Cc1nnc(-c2ccccc2Cl)o1)C(=O)c1cc(S(=O)(=O)N2CCOCC2)ccc1F,2,-8,5,4,-0.3,8,-7,-3,i
O=C(COC(=O)c1c2c(nc3ccccc13)CCCC2)Nc1ccc2c(c1)OCO2,3,0,14,-4,0.8,26,-6,0,i
Cn1cc(C(=O)c2ccccc2)cc1-c1nc2ccccc2n1C,7,-8,-1,-1,2.0,-4,-4,-5,i
CCCNC(=O)c1cnc(-c2ccccc2)nc1-c1ccccc1,3,0,-1,-1,-1.6,-18,1,-2,i
CCN1CCN(c2ccc(N3CCN(C(=O)c4ccc(Br)o4)CC3)nn2)CC1,9,-1,-4,1,0.4,11,9,-5,+
N#Cc1cc(NC2CCCC2)c([N+](=O)[O-])cc1C#N,-170,10,54*,-7,43*,8,-4,-2,i
CCN(CCNC(=O)C1CCCN(c2ncnc3c2nc2n3CCCCC2)C1)Cc1ccccc1 (stereo not drawn),16,-2,-3,3,-0.3,13,-4,-4,i
OC(CNCc1ccc2c(c1)OCO2)COc1ccccc1 (stereo not drawn),7,9,-5,0,-1.0,5,4,-7,i
CCN(C(=O)Nc1ccccc1OC)c1c(N)n(Cc2ccccc2)c(=O)[nH]c1=O,-14,7,-2,3,0.2,-10,2,-4,i
C=CCON/C(CCC)=C1\C(=O)CC(C)(C)CC1=NC,10,4,-5,0,-1.9,4,8,-2,i
O=C(c1ccco1)N1CCN(C(=S)NCc2ccc(F)cc2)CC1,4,7,-4,3,-0.8,14,1,1,i
CCOc1ccc(CNC(=O)CN2C(=O)CSc3ccc(S(=O)(=O)N4CCOCC4)cc32)cc1OC,12,-1,-2,2,0.3,-5,64*,-3,i
Nc1c(-c2ccccc2)cnc2ncnn12,18,4,-8,-1,0.4,-26,-9,-1,i
COc1ccc(-c2sc3ccccc3c2-c2ccc(OCCN3CCOCC3)cc2)cc1,2,-4,26,-6,0.6,4,2,-2,i

# Following part:
SMILES,NRP1-CendR mod,MT1-MMP act inh,FAS TE block,Rin1-Abl PPI inh,MsrA inh,SKN-1 inh,eLon inh,bovine MsrA act,Neddyl block
Cc1cc(F)ccc1NC(=O)C1CCCO1 (stereo not drawn),-5,-8,-3,3,-0.3,-9,-2,-2,i
O=C(O)C1CCC(CNS(=O)(=O)c2ccc(Br)cc2)CC1 (stereo not drawn),8,1,-4,3,-0.5,-1,0,1,i
CCOc1ccc(C2=CSC3=NCCN23)cc1Cl,-2,-3,-125,4,-0.5,-6,4,-2,i
O=C(NC1CCCC1)C(c1cccnc1)N(Cc1ccccc1)C(=O)c1csnn1 (stereo not drawn),-6,-1,3,5,-0.8,5,0,0,i
CCOC(=O)c1c(S(=O)(=O)NCC(=O)Nc2ccccc2)c(C)n(C)c1C,9,-1,-2,1,-0.5,4,0,-4,i
O=C1COc2ccc(C(=O)COC(=O)c3ccccc3[N+](=O)[O-])cc2N1,-2,-6,16,1,-1.3,9,2,-3,i
CC1CN(C(=O)CS(=O)(=O)Cc2ccccc2)CC(C)O1 (stereo not drawn),9,-4,-5,-1,2.4,7,6,-5,i
Cc1ccsc1CNC(=O)C1(C)CCCN1CC(C)C (stereo not drawn),-4,1,-2,0,0.8,-1,-5,-3,i
CCCCN(C)CCCNC(=O)Cn1c(=O)sc2ccccc21,6,1,-1,4,-0.1,5,6,-3,i
